High-throughput results deposited in PubChem BioAssay by several laboratories.
CatG inh = human cathepsin G inhibitors, primary screen, biochemical, pooled compound mixtures, AMC fluorescence. 0.2% of 62,000 active. inhibition, % at 5 µM (by protocol). P08311. purified enzyme, AMC-tetrapeptide fluorescence;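 active means inhibition above 20% in each of the two mixture wells holding the compound; inactive means inhibition of 20% or less in either well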;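 further: 0% = enzyme control without mixture and 100% = blank lacking enzyme; strong numbers were not always called active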
C1s inh = complement C1s protease inhibitors, primary screen, biochemical, 10-compound mixtures; mean inhibition % of two 10-compound mixtures (hits give high values), % at 5 µM (by protocol); 0.16% of 62,000 active; purified C1s, fluorogenic AMC substrate, pooled mixtures;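 active means inhibition above 20% in each of the two 10-compound mixture wells holding the compound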;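 further: 0% = enzyme wells lacking compound mixture and 100% = no-enzyme blank wells; some compounds called inactive have numbers as strong as hits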
Target sequence (P09871 16-437 limits assumed): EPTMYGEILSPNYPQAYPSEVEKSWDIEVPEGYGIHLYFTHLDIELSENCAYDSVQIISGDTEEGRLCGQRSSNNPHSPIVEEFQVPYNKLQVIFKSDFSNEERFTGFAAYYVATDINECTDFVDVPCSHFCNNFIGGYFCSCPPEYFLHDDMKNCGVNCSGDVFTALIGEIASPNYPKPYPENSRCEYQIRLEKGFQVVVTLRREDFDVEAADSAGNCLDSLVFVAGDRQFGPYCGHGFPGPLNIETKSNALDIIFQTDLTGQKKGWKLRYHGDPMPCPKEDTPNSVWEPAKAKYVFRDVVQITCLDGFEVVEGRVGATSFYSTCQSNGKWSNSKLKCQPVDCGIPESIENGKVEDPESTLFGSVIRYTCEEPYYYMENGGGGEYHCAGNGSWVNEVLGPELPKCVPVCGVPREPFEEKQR
Target sequence (P09871 438-688 limits assumed): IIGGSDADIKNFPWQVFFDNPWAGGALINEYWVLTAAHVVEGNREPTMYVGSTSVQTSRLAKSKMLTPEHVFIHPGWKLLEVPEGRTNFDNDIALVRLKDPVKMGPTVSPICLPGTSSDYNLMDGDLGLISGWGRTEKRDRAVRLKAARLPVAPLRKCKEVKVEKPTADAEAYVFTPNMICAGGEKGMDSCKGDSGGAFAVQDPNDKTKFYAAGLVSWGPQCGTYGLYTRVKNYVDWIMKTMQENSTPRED
HTR1A agonist = human 5-HT1a receptor agonists, primary screen, cell-based, CHO, Ga15 NFAT-bla reporter; 5-hydroxytryptamine receptor 1A (Homo sapiens), P08908; CHO 5-HT1a Ga15 NFAT-bla reporter, FRET ratio; 0% basal, 100% maximal reference agonist; activation, % at 10 µM; 0.56% of 65,000 active;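 active means activation above the screen-wide mean activation plus 3 SD, cut at about 19% in these data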;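 further: 0% = DMSO wells and 100% = 5-CT at EC100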
FXIa inh mix = FXIa protease inhibitors in compound pools, primary screen, biochemical, 10-compound mixtures; Coagulation factor XI (Homo sapiens), P03951; purified FXIa, fluorogenic substrate, pooled mixtures; inhibition, % at 5 µM; 0.19% of 62,000 active; AID 680, 2007;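 further: each value is inhibition by a whole ten-compound pool holding the compound; 0% = enzyme with no mixture and 100% = wells lacking enzyme; strong numbers were not always called active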
CatL inh = inhibitors of human cathepsin L, biochemical; purified cathepsin L, fluorogenic substrate, fluorescence; inhibition, %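 (tested at 10 µM)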; 0.17% of 58,000 active; AID 460, 2006; in the data active means inhibition above about 45%;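 further: 0% = enzyme with no compound and 100% = no enzyme blank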
Cdc25B block = inhibitors of Cdc25B phosphatase catalytic domain, primary screen, biochemical, OMFP fluorescence; inhibition, %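 (compounds tested at 10 µM final in the well)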; AID 368, 2006; M-phase inducer phosphatase 2 (Homo sapiens), P30305; recombinant Cdc25B, OMFP fluorescence Ex485/Em525; 0.1% of 65,000 active; in the data active means inhibition above about 50%
FXIIa inh mix = human factor XIIa inhibitors, primary screen, biochemical, pooled compound mixtures, fluorogenic substrate; Coagulation factor XII (Homo sapiens), P00748; purified FXIIa; inhibition, % at 5 µM; 0.2% of 62,000 active; AID 684, 2007;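 further: 0% = enzyme without compound and 100% = no enzyme blank; some results filed as inactive read as strong as hits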
MKP-1 inh = MKP-1 phosphatase inhibitors, primary screen, biochemical, in vitro | 0.15% of 65,000 active | recombinant MKP-1, OMFP hydrolysis fluorescence | inhibition, %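 (compounds tested at a single concentration somewhere between 10 and 100 µM)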 | AID 374, 2006 | Dual specificity protein phosphatase 1 (Homo sapiens), P28562;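 active means inhibition above about 50%, limit read from the data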;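 further: 0% = DMSO max control wells and 100% = wells with enzyme stopped by NaOH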
Target sequence (P28562 whole entry, looked up): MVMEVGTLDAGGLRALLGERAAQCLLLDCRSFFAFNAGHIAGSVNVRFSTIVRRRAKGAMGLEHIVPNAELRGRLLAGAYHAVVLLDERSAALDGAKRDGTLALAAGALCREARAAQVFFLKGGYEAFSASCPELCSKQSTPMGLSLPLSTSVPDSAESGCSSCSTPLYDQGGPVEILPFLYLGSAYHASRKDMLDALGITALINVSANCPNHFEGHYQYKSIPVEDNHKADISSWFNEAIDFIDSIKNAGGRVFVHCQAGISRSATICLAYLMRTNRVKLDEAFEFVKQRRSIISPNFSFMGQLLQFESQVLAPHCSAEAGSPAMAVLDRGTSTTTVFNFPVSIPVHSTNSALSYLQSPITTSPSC
Hsp90 block = tumor Hsp90 inhibitors, primary screen, cell lysate, fluorescence polarization, NCI-N417 lysate; inhibition, % at 30 µM; AID 429, 2006; Cy3B-geldanamycin FP displacement; 0.35% of 64,000 active;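 active means inhibition above 50%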;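 further: 0% = tracer plus lysate wells and 100% = tracer alone without lysate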
Numbers without * were called inactive; . = no result given. Unless noted, no stated cut-off is given here; in the data, active means inhibition above about 20% (passing the limit was not always enough); inactive means the rest.

SMILES,CatG inh,C1s inh,HTR1A agonist,FXIa inh mix,CatL inh,Cdc25B block,FXIIa inh mix,MKP-1 inh,Hsp90 block
O=C(CSc1cn(CCNC(=O)c2ccccc2)c2ccccc12)NCc1ccco1,-2,-24,-2.8,16,7,-3,15,2,-4
Cn1c(=O)c(=O)n(C)c2cc(S(=O)(=O)N3CCc4ccccc43)ccc21,9,13,-2.2,5,-2,25,-20,7,-56
CC1CCN(C(=O)CSc2nnc(Cc3cccn3C)n2CCc2ccccc2)CC1,1,3,-0.4,9,14,-7,-10,-5,-5
CC1CN(c2nc(-c3ccccc3)nc3ccccc23)CC(C)O1 (configuration not stated),9,14,1.2,17,12,-12,-6,-2,1
COc1ccc(S(=O)(=O)N2CCC(C)CC2)cc1Br,6,25,-2.9,0,-10,0,5,6,-1
CC(=O)c1cc2c(cc1NC(=O)CCn1cccc1)OCO2,11,2,-4.2,-10,18,-4,-1,-2,0
COc1ccc(OC)c(NC(=O)CNC(=O)Cn2ccc3ccccc3c2=O)c1,9,5,-3.0,8,9,-5,-12,-1,0
c1ccc2c(c1)NC(c1ccncc1)n1c-2nc2ccccc21 (configuration not stated),.,.,2.1,.,-33,20,.,11,-1
COc1cc(SC)ccc1C(=O)Nc1ccc2c(c1)CCN2S(C)(=O)=O,12,36,-2.1,-7,7,-7,3,8,-3
O=C(Cc1c[nH]c2ccccc12)Nc1nccs1,12,17,-3.5,4,.,-6,0,6,-1
COc1ccc2nc(C)[nH]c(=O)c2c1,8,1,-3.0,4,5,-2,3,8,-1
O=C(NC1CCCCC1)C(c1cccs1)N(CC1CCCO1)C(=O)c1csnn1 (configuration not stated),2,1,-2.5,7,-11,-6,2,25,-3
COc1ccc(NS(=O)(=O)c2ccc3oc4ccccc4c3c2)cn1,12,14,-1.0,9,3,-3,13,5,-1
O=C(Nc1nnc(C2CC2)s1)c1cc(-c2ccccc2)nn1-c1ccccc1,10,19,2.3,3,22,8,-7,8,.
COc1ccccc1OCC(=O)Nc1ccc(S(=O)(=O)Nc2nc(C)cc(C)n2)cc1,2,3,-0.3,6,11,3,0,-1,-2

Pulled one by one from above (two):
SMILES,CatG inh,C1s inh,HTR1A agonist,FXIa inh mix,CatL inh,Cdc25B block,FXIIa inh mix,MKP-1 inh,Hsp90 block
COc1cc(SC)ccc1C(=O)Nc1ccc2c(c1)CCN2S(C)(=O)=O,12,36,-2.1,-7,7,-7,3,8,-3
COc1ccc(S(=O)(=O)N2CCC(C)CC2)cc1Br,6,25,-2.9,0,-10,0,5,6,-1

Nothing new here: entries from further up.
SMILES,CatG inh,C1s inh,HTR1A agonist,FXIa inh mix,CatL inh,Cdc25B block,FXIIa inh mix,MKP-1 inh,Hsp90 block
O=C(CSc1cn(CCNC(=O)c2ccccc2)c2ccccc12)NCc1ccco1,-2,-24,-2.8,16,7,-3,15,2,-4
Cn1c(=O)c(=O)n(C)c2cc(S(=O)(=O)N3CCc4ccccc43)ccc21,9,13,-2.2,5,-2,25,-20,7,-56
CC1CCN(C(=O)CSc2nnc(Cc3cccn3C)n2CCc2ccccc2)CC1,1,3,-0.4,9,14,-7,-10,-5,-5
CC1CN(c2nc(-c3ccccc3)nc3ccccc23)CC(C)O1 (configuration not stated),9,14,1.2,17,12,-12,-6,-2,1
COc1ccc(S(=O)(=O)N2CCC(C)CC2)cc1Br,6,25,-2.9,0,-10,0,5,6,-1
CC(=O)c1cc2c(cc1NC(=O)CCn1cccc1)OCO2,11,2,-4.2,-10,18,-4,-1,-2,0
COc1ccc(OC)c(NC(=O)CNC(=O)Cn2ccc3ccccc3c2=O)c1,9,5,-3.0,8,9,-5,-12,-1,0
c1ccc2c(c1)NC(c1ccncc1)n1c-2nc2ccccc21 (configuration not stated),.,.,2.1,.,-33,20,.,11,-1
COc1cc(SC)ccc1C(=O)Nc1ccc2c(c1)CCN2S(C)(=O)=O,12,36,-2.1,-7,7,-7,3,8,-3
O=C(Cc1c[nH]c2ccccc12)Nc1nccs1,12,17,-3.5,4,.,-6,0,6,-1
COc1ccc2nc(C)[nH]c(=O)c2c1,8,1,-3.0,4,5,-2,3,8,-1
O=C(NC1CCCCC1)C(c1cccs1)N(CC1CCCO1)C(=O)c1csnn1 (configuration not stated),2,1,-2.5,7,-11,-6,2,25,-3
COc1ccc(NS(=O)(=O)c2ccc3oc4ccccc4c3c2)cn1,12,14,-1.0,9,3,-3,13,5,-1
O=C(Nc1nnc(C2CC2)s1)c1cc(-c2ccccc2)nn1-c1ccccc1,10,19,2.3,3,22,8,-7,8,.
COc1ccccc1OCC(=O)Nc1ccc(S(=O)(=O)Nc2nc(C)cc(C)n2)cc1,2,3,-0.3,6,11,3,0,-1,-2

Further results follow:
SMILES,CatG inh,C1s inh,HTR1A agonist,FXIa inh mix,CatL inh,Cdc25B block,FXIIa inh mix,MKP-1 inh,Hsp90 block
CCCS(=O)(=O)N1CCN(C(=O)c2ccccc2F)CC1,12,16,-0.7,8,11,4,7,5,-3
Cc1ccc(Cn2cccc(NC(=O)c3ccco3)c2=O)cc1,2,0,-0.4,7,0,-2,-7,8,-3
CCN(CC)CCNC(=O)c1c(O)c2cccc3c2n(c1=O)CCC3,-1,-2,-2.0,6,-8,2,7,2,5
CCSc1nnc(NC(=O)CC)s1,9,12,0.0,2,15,1,-16,-1,-1
Cc1ccc(S(=O)(=O)CC(=O)N(C)C)cc1,9,18,1.1,8,-4,-7,-38,3,1
Cc1nn(C)cc1CNC(=O)c1ccccc1Br,11,19,-3.6,6,1,-4,-2,6,-5
O=C(Nc1nc2c(s1)CCCC2)c1ccc(Br)s1,9,-1,-1.5,5,-4,-3,-9,-1,.
COc1ccc(-n2cnnc2SCc2csc(-c3ccccc3)n2)cc1,6,3,-0.1,1,.,-26,-13,-1,-3
Cc1cc(-c2cc(-c3ccc(Cl)cc3)nc(N)c2C#N)co1,.,.,41*,.,-115,-32,.,-12,-6
COc1ccc(-c2cc(C(=O)N3CCCc4ccccc43)no2)cc1OC,11,14,-3.5,5,-6,-6,1,1,-4
O=C(Nc1ccccc1C(F)(F)F)c1cc(-c2cccc(O)c2)on1,7,-10,-0.7,4,20,2,16,20,-4
COc1ccc(N2CCN(C(=O)c3ccc(CS(=O)(=O)c4ccc(OC)cc4)o3)CC2)cc1,7,-2,1.4,-1,.,-2,-2,6,0
CC(C)CCNC(=O)C(C)N(Cc1ccc(F)cc1)C(=O)c1ccc(CN2CCCCC2)o1 (configuration not stated),8,1,1.5,1,9,-26,1,3,-5
COc1ccc(CC(=O)OC(C)CN2CCCC2)cc1 (configuration not stated),4,10,-5.8,8,11,19,-3,-3,-3
Cc1cc(C)n2nc(S(=O)(=O)N(C)Cc3ccccc3)nc2n1,-4,16,-0.4,-5,3,8,-11,-4,-2
COc1ccc2c(CN(C)c3ccccc3)cc(=O)oc2c1,-2,-17,-3.4,1,-4,0,-18,30,-2
O=C(CC1CCCCC1)NCC1CCCO1 (configuration not stated),7,2,1.7,1,24,-10,3,3,-5
O=S1(=O)CCC(N=Cc2cc(Br)ccc2O)C1 (configuration not stated),1,-20,-2.4,-1,2,-9,4,-12,4
Cc1cc(-c2nnc3sc(C4CCCCC4)nn23)n[nH]1,1,0,-2.3,5,-2,0,-14,4,-2
COCCSc1ccccc1C(=O)Nc1cc(C)on1,14,13,-2.5,16,11,-7,9,-4,-2
O=C(CSc1nnc(CN2CCCCCC2=O)n1-c1ccccn1)NCC(F)(F)F,10,15,-4.6,1,11,8,1,12,-3
Cc1sc2ncnc(N[C@@H](CCC(=O)O)C(=O)O)c2c1C,9,9,-0.7,8,-12,0,-18,-22,2
Cc1nnc(NC(=O)CSc2nnc(Cc3cccn3C)n2-c2ccccc2)s1,-3,1,-0.6,6,.,-10,-8,0,-6
COC(=O)c1ccc2c(=O)n(CCN3CCOCC3)c(SCC(=O)NC3CCCCC3)nc2c1,0,4,-2.9,4,1,-5,12,11,-5
CCCc1nc2c(=O)[nH]c3ccccc3c2o1,9,2,0.0,3,31,6,1,-7,-3
Cc1ccc(NC(=O)CNc2cccc(C)c2C)c(C)c1,10,5,-3.0,5,1,-8,6,4,-2
CCOC(=O)c1c(C)[nH]c(NC(=O)Nc2c(C)n(C)n(-c3ccccc3)c2=O)c1C,13,11,-0.2,2,-2,4,1,3,1
Cc1ccc(N2CC(C(=O)OCC(=O)C(C)(C)C)CC2=O)cc1 (configuration not stated),-1,0,1.3,4,10,-13,-18,3,.
CCc1cc(=O)oc2cc(OCC(=O)N(CC)CC)c(Cl)cc12,-8,-46,1.0,3,.,3,6,-4,2
CC(c1ccccc1)N1C(=O)c2ccc(C(=O)NCc3ccco3)cc2C1=O (configuration not stated),11,10,0.0,-4,10,-5,5,2,-3
Oc1c(C(c2ccc(F)cc2)N2CCc3ccccc3C2)sc2ncnn12 (configuration not stated),-2,4,0.0,1,.,-14,3,3,-5
CCOc1ccc(CCNC(=O)C2CCN(S(=O)(=O)CC)CC2)cc1OCC,13,2,-3.5,8,0,-16,6,-11,0
Cc1cc2cc(C(c3nnnn3Cc3ccco3)N3CCc4ccccc4C3)c(=O)[nH]c2cc1C (configuration not stated),-11,-16,-0.9,10,1,15,5,25,-12
O=c1c2ccc(-c3nnc4n3-c3ccccc3SC4)cc2nc2n1CCCCC2,5,2,-1.2,12,-1,4,8,17,-4
O=C(Nc1nnc(-c2ccco2)s1)C1CCCCC1,2,-5,-0.8,4,-3,-2,7,2,-5
Cn1cccc1Cc1nnc(SCC(=O)NCc2ccc(F)cc2)n1-c1ccc(F)cc1,-14,-37,-2.2,-2,11,-11,3,-2,-2
COCCn1c(=O)c2c3c(sc2n(CC(N)=O)c1=O)CCCC3,3,6,-2.6,10,7,-21,5,7,-6
CCOc1ccccc1C1C(C(=O)Nc2ccccc2OC)=C(C)Nc2nc(CCCO)nn21 (configuration not stated),8,12,-3.9,7,8,-11,0,2,-2
CCN(CC)CCCNC(=O)CC1Oc2ccc(C)cc2NC1=O (configuration not stated),6,-3,-0.5,0,.,-13,-1,-7,-3
NC(=O)COC(=O)c1ccc(S(=O)(=O)N2CCCCCC2)cc1,1,-30,-5.7,11,1,-8,-1,-3,-3
CCOC(=O)N=S(N)(=O)c1ccc(Cl)cc1 (configuration not stated),2,-18,-1.8,0,-7,2,2,16,-3
COc1ccc(CNC(=O)Nc2cccc(C)c2)cc1,2,-5,-1.3,9,-6,-7,5,11,-4
O=C(c1ccco1)N1C(=O)c2cccc3cccc1c23,15,25*,0.6,4,24,0,5,8,-6
N#Cc1cc2c(nc1SCc1ccccc1)CCCC2=O,-4,2,-1.4,-2,12,-6,2,-1,-4
CN(C(=O)C1CCCO1)c1nnc(-c2ccncc2)s1 (configuration not stated),16,5,-0.7,36,3,-13,1,1,-1
CC(CCO)Nc1nc2c(c(=O)n(C)c(=O)n2C)n1Cc1cccc(Br)c1 (configuration not stated),-1,1,1.6,2,.,-1,2,2,2
CCCOc1ccccc1N1C(=O)CC(N2CCOCC2)C1=O (configuration not stated),7,14,0.8,7,9,-2,2,3,2
